# tim23-1 inh = tim23-1 yeast growth inhibition. inhibition, % at 20 µM. AID 463212. 1.3% of 330,000 active. S. cerevisiae tim23-1 growth, BacTiter-Glo luminescence, 24 h;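 active = growth inhibition of the mutant yeast at or above 50%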;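 note: temperature-sensitive mutant grown at 25 °C; plate controls were DMSO-treated mutant yeast for no effect and medium wells lacking yeast for full effect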
# tim10-1 inh = tim10-1 yeast growth inhibition. S. cerevisiae tim10-1 ts strain growth, BacTiter-Glo, 24 h. inhibition, % at 20 µM. 2.2% of 330,000 active. AID 463190;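 active = inhibition of at least 40%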;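 note: mutant grown at 25 °C; 0% = DMSO wells with yeast and 100% = wells holding no yeast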
# 697 NFkB inh = lowers PMA/ionomycin-induced NF-kB signal in 697 B cells. 697 B-cell NF-kB luciferase reporter, 16 h. inhibition, % at 4 µM. 0.33% of 330,000 active; in the data active = inhibition above about 35%
# TIM10 inh = inhibits growth of TIM10 yeast strain. S. cerevisiae TIM10 strain growth, BacTiter-Glo luminescence, 24 h. inhibition, % at 10 µM. 1.4% of 330,000 active. AID 463195;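 active = inhibition of 40% or more at the single tested concentration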;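 note: wild-type TIM10 isogenic control strain grown at permissive 25 °C; 0% = DMSO yeast wells and 100% = minimal medium wells without yeast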
# Mdm2-MdmX inh = human Mdm2/MdmX binding inhibition. O15151+Q00987. SaOS-2 split-luciferase Mdm2/MdmX complementation, luminescence. inhibition, % at 8 µM. 3% of 330,000 active;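 active = inhibition of at least 50% at 8 µM in the primary screen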
# Target sequence (O15151 whole entry, looked up): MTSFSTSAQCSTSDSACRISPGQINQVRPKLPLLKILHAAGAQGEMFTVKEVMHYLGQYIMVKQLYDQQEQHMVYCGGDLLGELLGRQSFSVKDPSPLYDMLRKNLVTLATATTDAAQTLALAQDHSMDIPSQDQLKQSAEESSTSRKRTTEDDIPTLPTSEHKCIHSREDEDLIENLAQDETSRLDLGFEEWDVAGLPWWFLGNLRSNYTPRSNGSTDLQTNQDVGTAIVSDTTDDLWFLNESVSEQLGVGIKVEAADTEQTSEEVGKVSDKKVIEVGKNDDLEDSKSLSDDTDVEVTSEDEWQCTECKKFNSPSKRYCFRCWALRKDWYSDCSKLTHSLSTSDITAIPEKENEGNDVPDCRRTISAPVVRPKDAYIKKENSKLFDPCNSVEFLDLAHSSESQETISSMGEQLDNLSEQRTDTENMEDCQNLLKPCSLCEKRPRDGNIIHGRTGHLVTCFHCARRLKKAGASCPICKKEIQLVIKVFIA
# Target sequence (Q00987 whole entry, looked up): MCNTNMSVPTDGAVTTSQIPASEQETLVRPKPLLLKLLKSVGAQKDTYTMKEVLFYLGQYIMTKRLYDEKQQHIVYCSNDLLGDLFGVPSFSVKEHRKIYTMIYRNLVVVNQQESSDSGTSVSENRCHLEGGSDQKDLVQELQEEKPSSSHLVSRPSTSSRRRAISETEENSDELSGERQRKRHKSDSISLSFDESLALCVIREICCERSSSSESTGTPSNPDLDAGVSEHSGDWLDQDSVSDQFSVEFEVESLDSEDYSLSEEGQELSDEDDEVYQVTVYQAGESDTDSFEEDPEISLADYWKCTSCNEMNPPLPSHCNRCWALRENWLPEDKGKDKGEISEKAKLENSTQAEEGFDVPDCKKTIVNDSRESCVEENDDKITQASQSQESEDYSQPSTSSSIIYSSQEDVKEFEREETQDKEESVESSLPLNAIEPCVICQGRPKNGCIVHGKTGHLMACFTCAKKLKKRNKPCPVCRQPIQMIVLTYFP
# UPR XBP1 act = adaptive UPR (XBP1) activation | CHO-XBP1 luciferase reporter, IRE1-XBP1 UPR activation, luminescence; percent of tunicamycin response, DMSO as zero | activation, % at 20 µM | 0.33% of 330,000 active | AID 463104;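 active = versus positive control, 20 µM dose yields 30% or more activation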;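 note: 100% = tunicamycin at 10 µg/mL and 0% = DMSO only wells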
#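 Material – CHO cell line with stable XBP1 luciferase reporter · Buffer or medium – F12 plus 10% FBS · Compound – single point, 20 µM final compound, 1% DMSO · Schedule – 16-18 h cell attachment at 37 °C, then 6 h compound exposure · Signal – Steady-Glo luminescence read · Benchmarks – high control tunicamycin 10 µg/mL final, low control DMSO vehicle only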
# Jurkat NFkB inh = inhibitors of the PMA/ionomycin-induced NF-kB reporter in Jurkat cells. 0.53% of 330,000 active. AID 435003. inhibition, % at 4 µM. PMA/ionomycin-induced NF-kB luciferase reporter, luminescence; in the data active = inhibition above about 50%
# UPR CHOP act = apoptotic UPR (CHOP) activation; 0.34% of 330,000 active; activation, % at 10 µM; CHO-CHOP luciferase reporter, luminescence; percent of tunicamycin response over DMSO baseline;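 active = at 10 µM dose, activation of 40% or more, normalized to positive control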;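 note: 100% = tunicamycin at 10 µg/mL and 0% = DMSO alone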
#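 Evaluation: % reporter activation, DMSO baseline versus tunicamycin full activation; System: CHO-CHOP luciferase reporter cell line; Input: 500 cells/well; Incubation: 6 h compound treatment, 37 °C; Measured by: Steady-Glo luciferase luminescence; Dosing: one dose, 10 µM in 0.5% DMSO; Buffer or medium: F12 medium, 10% FBS; Benchmarks: positive tunicamycin 10 µg/mL, negative DMSO alone.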
# * marks the source's active call; other numbers are inactive results.
# Fields – UPR CHOP act	TIM10 inh	Jurkat NFkB inh	697 NFkB inh	tim10-1 inh	Mdm2-MdmX inh	tim23-1 inh	UPR XBP1 act
CC(OC(=O)CN1C(=O)C2CC=CCC2C1=O)C(=O)Nc1ccc(F)cc1Cl (stereo not drawn)
    -1.3	-7.1	10.7	18.5	-5.6	11.1	16.6	0.1
CCN(c1ccccc1)S(=O)(=O)c1nnc(NC(=O)c2ccco2)s1
    2.4	21.5	5.3	9.3	16.4	17.1	27.2	-3.8
O=C(Cc1ccccc1Cl)N/N=C/c1cccnc1
    -0.9	0.0	-3.0	-3.9	0.9	9.2	7.3	-1.9
C=CCOc1cccc(C2C(C(=O)c3ccc(C)o3)=C(O)C(=O)N2CCN(C)C)c1 (stereo not drawn)
    0.4	14.7	9.5	-6.4	7.2	-1.0	-3.7	-2.7
CNS(=O)(=O)c1cnccc1N1CCN(C)CC1
    -1.0	-11.4	8.4	-17.9	7.2	-8.1	4.5	-1.6
CC(C)(C)c1ccc(S(=O)(=O)Nc2ccc(Cc3ccncc3)cc2)cc1
    3.9	26.0	27.0	-52.5	17.1	28.4	-8.3	0.7
O=C1CC(=C(c2ccccc2)c2ccccc2)C(=O)N1CCCN1CCN(c2cccc(Cl)c2)CC1
    -1.8	23.5	-5.1	20.5	27.7	29.0	20.1	-5.0
O=C(Cc1ccccc1)NNC1CC(=O)N(c2ccc(Cl)cc2)C1=O (stereo not drawn)
    -0.2	-5.3	8.8	15.6	3.6	-12.1	12.8	-3.8
Cc1ccc(-c2noc(CCC(=O)NC3CC3)n2)cc1
    1.2	-12.5	-19.4	15.2	1.2	11.9	0.2	2.6
CCCn1c2c(c(O)c(C(=O)Nc3nc4ccccc4s3)c1=O)CCCC2
    2.3	-13.1	3.2	14.2	-5.9	20.8	2.7	0.3
CCCCC1=CC2=C(c3ccco3)C(=O)C(C)(OC(=O)c3ccc(OC)cc3)C(=O)C2=CN1C(CO)CO (stereo not drawn)
    1.1	9.1	-9.5	3.5	6.2	-21.9	9.1	1.1
CCOc1cc(C2C(C#N)=C(N)OC(C)=C2C(C)=O)cc(Br)c1O (stereo not drawn)
    0.2	-12.0	-3.3	-11.0	10.1	3.0	15.3	2.1
CC(=O)Nc1ccc(NC(=O)CSc2nnnn2-c2ccc3c(c2)OCCO3)cc1
    -0.5	-20.9	-0.1	1.0	-11.3	51.5*	-28.0	0.7
CC1Oc2ccccc2N(CC(=O)NCCc2ccccc2)C1=O (stereo not drawn)
    -1.4	2.9	-0.3	15.7	17.8	30.4	3.6	1.4
CCCC(C(=O)NC1CCCC1)N(C(=O)c1snc(C(N)=O)c1N)c1ccc(OCC)cc1 (stereo not drawn)
    1.3	-4.7	0.3	6.3	19.6	8.4	18.2	-4.4
COc1ccc(S(=O)(=O)N2CCCCC2)cc1NC(=O)CSc1ncccn1
    0.7	8.9	-11.2	3.0	12.4	-8.3	18.4	-1.8
O=C(CNC(=O)c1ccco1)Nc1ccc(Cl)cc1
    4.1	-16.5	-23.1	-4.5	-11.6	-11.1	-2.0	2.1
CCOC(=O)c1[nH]c2ccc(F)cc2c1NC(=O)CN1CCN(C/C=C/c2ccccc2)CC1
    -3.4	6.7	-9.1	-60.0	-29.0	56.6*	12.4	-3.4
CC(C)NC(=O)CCn1c(=S)oc2ccccc21
    0.7	-11.0	-8.1	14.5	8.9	-10.3	14.3	2.1
CCOC(=O)C1CCN(C(=O)COc2ccc(S(=O)(=O)N3CCCC3)cc2C)CC1
    0.3	3.6	-17.0	30.2	0.3	2.9	4.6	-2.3
Cc1ccc(C)n1-c1ccc(C(=O)NN)s1
    0.3	7.1	9.1	13.0	16.0	3.7	29.5	-3.5
C=CCn1c(=NC(=O)CN2C(=O)CCC2=O)sc2cc(S(N)(=O)=O)ccc21
    0.1	-0.5	2.3	16.6	4.7	26.9	8.0	-1.4
O=C(Cc1c(Sc2ccccc2)c2ccccc2n1Cc1ccccc1)NCCO
    -1.6	34.7	-6.6	-22.5	31.1	39.4	2.2	-0.3
Oc1cccnc1Sc1cccc(C(F)(F)F)c1
    -0.4	-10.9	4.8	-7.4	-6.6	17.3	20.5	3.1
CCOC(=O)c1cc2n(c1C)-c1ccccc1C2=O
    3.8	28.0	-67.1	-24.7	16.6	-6.3	27.8	9.9
O=C(Cn1c2[n+](c3ccc(C(F)(F)F)cc31)CCCCC2)c1cccc([N+](=O)[O-])c1
    -0.2	11.6	-0.3	-3.8	7.8	6.1	2.5	-0.4
Oc1ccc(CN2CCCCC2)nc1-c1ccccc1
    0.5	6.3	-6.0	7.6	7.5	17.4	4.3	-3.3
CC(C)(C)OC(=O)N1CCC(NC(=O)c2[nH]cnc2C(=O)N[C@@H](Cc2ccccc2)C(=O)OCc2ccccc2)CC1
    5.4	16.8	14.2	-13.7	19.4	65.6*	23.6	-6.0
Cc1cccn2c(=O)c3cc(C(=O)N(C)C)n(C)c3nc12
    0.7	8.4	-5.9	-8.2	3.1	-7.3	8.9	-0.8
C=CCNC(=O)CC(C)C(CCCCC)C(=O)O (stereo not drawn)
    2.7	7.2	13.3	15.9	1.4	-4.9	0.6	-6.2
COc1cc(Br)cc2cc(C(=O)N3CCOCC3)c(=O)oc12
    2.8	-1.1	-0.6	0.8	0.6	28.2	1.9	-0.4
CN(CC(=O)Nc1ccccc1Cl)C(=O)COC(=O)c1ccc(=O)n(Cc2ccccc2)n1
    1.9	-1.3	18.8	12.7	-1.6	-21.4	2.7	0.8
COc1ccc(S(=O)(=O)N2CCN(C(=O)CC(C)C)CC2)cc1
    2.1	-1.3	0.7	-1.3	14.8	18.3	17.5	-1.6
CCn1cc(Cl)c(C(=O)Nc2c(C)nn(Cc3c(F)c(F)c(F)c(F)c3F)c2C)n1
    -1.2	17.2	-0.3	-16.0	-1.4	-6.8	10.7	-1.7
Cc1cccc(NC(=O)CCS(=O)(=O)c2ccccc2)n1
    2.0	-4.9	-17.9	-4.2	16.0	-8.0	11.6	2.0
FC(F)(F)c1ccccc1-n1ccnc1
    0.1	-2.5	1.6	19.1	3.8	19.0	10.8	-2.5
CCOCCc1nnc(NC(=O)C(C)Oc2ccccc2)s1 (stereo not drawn)
    0.1	9.7	5.8	-0.8	18.8	-5.4	14.4	0.2
O=C(N/C(=C/c1cccc([N+](=O)[O-])c1)C(=O)N1CCCCCC1)c1ccco1
    -1.3	4.6	12.0	15.6	5.8	4.7	17.4	-4.6
COc1cccc(/C=N\NC(=O)c2sc(N)nc2C)c1OC
    0.8	-2.6	1.8	39.1*	0.0	23.9	9.0	0.2
CCC(=O)NC(=S)Nc1ccc(S(=O)(=O)N2CCN(C)CC2)cc1
    -0.6	-14.0	-1.3	9.6	0.1	4.7	12.0	-0.8
Cc1ccc(NC(=S)N(CCN(C)C)Cc2cc3cc(C)ccc3[nH]c2=O)cc1
    -1.2	-6.1	-3.5	13.1	12.5	26.9	-3.3	-0.3
CCN(CCCNC(=O)CCCn1c(=O)[nH]c2ccccc2c1=O)c1cccc(C)c1
    4.3	5.9	14.7	-2.2	15.0	-3.5	10.6	2.0
CN(C)CCNC(=O)/C=C/c1cn(-c2ccccc2)nc1-c1cc2ccccc2oc1=O
    0.4	-0.3	-6.8	-20.4	3.5	28.1	2.9	1.4
CC(C)N1C(=O)CC2(CC[N+](C)(CCOC(=O)C(c3ccccc3)c3ccccc3)CC2)C1=O (stereo not drawn)
    0.4	-0.4	-5.1	1.9	13.6	-7.4	17.3	-4.1
O=S(=O)(NCc1cccs1)c1ccc(Cl)s1
    -2.4	4.1	11.4	-15.7	20.4	24.5	19.7	-2.8
COc1ccc(Cl)cc1NC(=O)CN(C)C(=O)c1cc(-c2cccs2)nn1-c1ccccc1
    0.8	-20.3	-9.1	15.3	10.1	23.2	25.9	-0.3
COc1ccc(N2CCN(c3oc(COc4ccc(Cl)cc4)nc3C#N)CC2)cc1
    1.6	9.9	43.0	5.3	-0.9	-1.6	12.6	-5.3
COc1ccc(C(=O)NCCn2cc(SCC(=O)Nc3nnc(C)s3)c3ccccc32)cc1
    5.6	4.5	-7.4	-46.6	7.7	9.7	10.2	-2.0
O=C(O)Cc1ccc(NC(=O)c2ccc3c(c2)C(=O)N(CC2CCCO2)C3=O)cc1 (stereo not drawn)
    0.0	-7.1	-4.2	11.6	-13.5	23.0	-9.3	-2.7
CN(c1ccccc1)S(=O)(=O)c1cccc(C(=O)OCC(=O)NCCCN2CCCC2=O)c1
    1.1	13.3	0.0	10.2	12.6	4.7	6.7	0.6
Oc1ccccc1N1CCN(C(=S)Nc2ccc(SC(F)F)cc2)CC1
    0.8	10.2	3.6	-11.3	10.8	-11.4	8.9	-4.8
O=C(O)c1ccc(N/N=C/C=C/c2ccccc2[N+](=O)[O-])cc1
    4.1	4.1	-67.0	-133.3	3.7	-19.9	20.7	7.0
COc1ccc(C)cc1NC(=O)c1c([N+](=O)[O-])cnn1C
    0.4	-8.0	8.4	15.6	0.0	13.2	12.9	-6.5
O=C(CN1C(=O)c2ccccc2C1=O)N1CCN(S(=O)(=O)c2ccccc2)CC1
    -0.7	8.3	25.3	9.2	-11.9	-7.5	-8.6	0.0
COc1ccc(-n2c(CN3CCC(C)CC3)nc3ccc([N+](=O)[O-])cc3c2=O)c(OC)c1
    0.2	9.6	0.9	-6.2	-1.0	30.7	17.5	-0.6
Cc1cc(C)cc(N(CCC#N)C(=O)CSc2ncnc3sccc23)c1
    0.7	0.7	10.7	-17.5	-0.2	15.5	22.0	1.2
Cc1ccc(S(=O)(=O)NCC(C)n2cncn2)cc1C (stereo not drawn)
    -0.1	12.5	16.5	24.4	8.5	3.1	5.2	-2.5
CCSc1ncnc2c(C#N)c3n(c12)CCCCC3
    0.9	-29.8	-0.1	-4.1	-13.6	19.4	32.7	1.4
O=C(Nc1ccc(Cl)cc1C(=O)NCC1CCCO1)c1ccc(Cl)cc1Cl (stereo not drawn)
    1.4	32.3	-3.6	4.7	39.9	1.9	45.8	-4.5
O=C(CCc1nc2ccccc2n1-c1ccccc1)NCCO
    8.9	5.7	-2.1	13.2	1.6	8.2	5.6	-1.7

# The list continues.
# Fields – UPR CHOP act	TIM10 inh	Jurkat NFkB inh	697 NFkB inh	tim10-1 inh	Mdm2-MdmX inh	tim23-1 inh	UPR XBP1 act
CCCCCCn1c(N2CCC(C)CC2)nc2c1c(=O)[nH]c(=O)n2C
    -1.3	-0.1	16.3	-53.5	-0.4	12.4	15.6	8.6
Cc1cccc(NC(=O)c2ccc(-n3cncn3)c([N+](=O)[O-])c2)c1
    1.7	-8.9	9.9	9.3	-13.4	10.2	-0.5	-0.9
O=P(Cc1ccccc1O)(c1ccccc1)c1ccccc1
    -0.8	7.9	-8.0	-7.1	4.4	8.7	8.2	1.6
O=C(c1ccccc1)n1c(=O)c(F)cn(COCCBr)c1=O
    -1.6	4.9	-32.6	11.6	11.4	14.5	17.4	-1.9

# Three of the compounds above, as labelled records.
O=P(Cc1ccccc1O)(c1ccccc1)c1ccccc1
  UPR CHOP act = -0.8; TIM10 inh = 7.9; Jurkat NFkB inh = -8.0; 697 NFkB inh = -7.1; tim10-1 inh = 4.4; Mdm2-MdmX inh = 8.7; tim23-1 inh = 8.2; UPR XBP1 act = 1.6
Cc1cccc(NC(=O)c2ccc(-n3cncn3)c([N+](=O)[O-])c2)c1
  UPR CHOP act = 1.7; TIM10 inh = -8.9; Jurkat NFkB inh = 9.9; 697 NFkB inh = 9.3; tim10-1 inh = -13.4; Mdm2-MdmX inh = 10.2; tim23-1 inh = -0.5; UPR XBP1 act = -0.9
O=C(c1ccccc1)n1c(=O)c(F)cn(COCCBr)c1=O
  UPR CHOP act = -1.6; TIM10 inh = 4.9; Jurkat NFkB inh = -32.6; 697 NFkB inh = 11.6; tim10-1 inh = 11.4; Mdm2-MdmX inh = 14.5; tim23-1 inh = 17.4; UPR XBP1 act = -1.9

# Source: PubChem

# The order is random; 6.6% or so of the library scored in one or more.
